KCNK9 inh – KCNK9 potassium channel inhibitors, primary screen, HEK293 cells, thallium flux; FluxOR thallium flux fluorescence; stronger effect = lower value; B-score at 10 µM; actives 1.2% (n = 310,000);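 active = ratio B-score over 3 SD below the library mean, with starting fluorescence within 5 SD of its mean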;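 also: negative B-score means less thallium flux so channel inhibition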
KCNK3 block – human KCNK3 channel inhibitors, primary screen, CHO cells, FluxOR thallium flux, B-score; Potassium channel subfamily K member 3 (Homo sapiens), O14649; FluxOR fluorescence; stronger effect = lower value; B-score at 10 µM; actives 0.84% (n = 340,000);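 active = B-score under library mean minus 4 SD, starting fluorescence ratio at most library mean plus 5 SD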;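 also: more negative B-score means stronger inhibition of thallium flux through KCNK3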
KCNQ1 pot – potentiators or activators of KCNQ1 channel, primary screen, cell-based, thallium flux, high-throughput; Potassium voltage-gated channel subfamily KQT member 1 (Homo sapiens), P51787; CHO-K1 KCNQ1, thallium flux FluxOR fluorescence; stronger effect = higher value; B-score at 10 µM; actives 0.35% (n = 310,000);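 active = fluorescence ratio B-score, a plate-corrected score, at least three library SD, with initial intensity B-score within 5 SD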
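Assay system: CHO-K1 cells stably expressing KCNQ1. Medium: assay buffer for compound exposure, DMSO matched across wells. Timing: 37 °C overnight plating, 90-min dark dye load, 20-min compound pretreatment. Signal: kinetic FluxOR fluorescence, 10 s baseline plus 110 s post-stimulus.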
GSK3beta inhib – human GSK3beta kinase inhibitors, primary screen, biochemical, cell-free homogeneous, HTS; Glycogen synthase kinase-3 beta (Homo sapiens), P49841; GST-GSK3beta kinase, ADP-Glo luminescence, 60 min; stronger effect = lower value; activity score (negative = inhibition), % at 10 µM; actives 0.038% (n = 300,000); AID 2097, 2009;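 active = more than half of replicate wells score below -50%, meaning over 50% inhibition versus plate controls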;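 also: 0% = median DMSO wells and -100% = median GW8510 positive control wells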
Target sequence (P49841 whole entry, looked up): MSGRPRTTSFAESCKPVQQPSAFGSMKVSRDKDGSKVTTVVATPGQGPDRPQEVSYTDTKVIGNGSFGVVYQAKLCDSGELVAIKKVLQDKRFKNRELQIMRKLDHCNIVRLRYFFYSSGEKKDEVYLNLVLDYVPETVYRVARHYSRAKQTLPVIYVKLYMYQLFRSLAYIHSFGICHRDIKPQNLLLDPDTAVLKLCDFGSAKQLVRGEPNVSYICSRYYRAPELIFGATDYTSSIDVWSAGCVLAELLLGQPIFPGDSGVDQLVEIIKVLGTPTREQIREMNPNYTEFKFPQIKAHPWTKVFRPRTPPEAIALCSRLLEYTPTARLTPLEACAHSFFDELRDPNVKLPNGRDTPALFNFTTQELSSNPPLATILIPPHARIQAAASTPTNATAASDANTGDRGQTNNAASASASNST
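Assay system: GST-fused GSK3beta enzyme, cell-free / Medium: Tris pH 7.5 buffer with MgCl2, DTT, BSA, heparin / Also added: peptide substrate plus 25 µM ATP (final) / Compound: 10 µM single point / Timing: kinase reaction with compound 60 min at room temperature / Detection: ADP-Glo luminescence / Benchmarks: DMSO neutral wells and GW8510 at 20 µM as positive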
RGS4 pot – RGS4 potentiators or activators, primary screen, cell-based, HEK293 M3R inducible RGS4, calcium flux | actives 0.92% (n = 310,000) | B-score at 10 µM | AID 463111, 2010 | carbachol calcium flux Fluo4; stronger effect = lower value;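 active = B-score of the integrated calcium signal more than 4 SD below the library mean, with starting fluorescence not abnormally high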;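 also: negative B-score means reduced calcium response which marks RGS4 activation or potentiation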
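Test system: HEK293 cells with stable M3R and inducible RGS4; also added: carbachol at ECmax as muscarinic agonist stimulus; schedule: dye loading 30 min 37 °C, buffer rest 30 min RT; technique: kinetic calcium fluorescence imaging with Fluo4-AM dye, 2 µM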
RGS4 inh – RGS4 inhibitors, primary screen, cell-based, HEK293 M3R inducible RGS4, calcium flux. B-score at 10 µM. actives 0.45% (n = 310,000). Fluo-4 calcium flux; stronger effect = higher value; triggered by carbachol at its EC20. AID 463165, 2010;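 active = B-score, a plate-corrected calcium signal, over three deviations above library mean, with baseline fluorescence within five deviations of library mean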;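 also: RGS4 expression induced by doxycycline in cells with stable M3 receptor; B-score is computed from the integrated fluorescence ratio over baseline after carbachol; higher B-score means a larger calcium signal and so more RGS4 inhibition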
Target sequence (P49798 whole entry, looked up): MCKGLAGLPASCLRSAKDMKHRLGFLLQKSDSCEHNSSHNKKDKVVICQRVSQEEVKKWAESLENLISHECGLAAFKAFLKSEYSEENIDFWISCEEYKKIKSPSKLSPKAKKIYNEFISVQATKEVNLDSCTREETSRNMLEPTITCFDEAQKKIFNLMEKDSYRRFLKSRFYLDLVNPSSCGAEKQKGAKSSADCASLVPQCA
PolyA inhibitor – polyadenylation inhibitors in yeast reporter cells, primary screen, luminescence, S. cerevisiae. calls only at 12 µM. S. cerevisiae SKY197-pL101 polyadenylation reporter, beta-gal luminescence; efflux-impaired pdr1/pdr3 knockout yeast; score 100 = 6 SD above DMSO. actives 0.02% (n = 300,000);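 active = lowest replicate activity score at least 50, where 100 means six control SD above control mean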;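 also: yeast exposed to compound for 9 h at 30 °C; higher score means more reporter readthrough which indicates perturbed polyadenylation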
GSK3 alpha inh – blockers of GSK3A enzyme activity – biochemical, luminescence, cell-free homogeneous, HTS, primary screen. inhibition, % at 10 µM. GSK-3 alpha kinase, ADP-Glo luminescence, 60 min. Glycogen synthase kinase-3 alpha (Homo sapiens), P49840. actives 0.1% (n = 320,000);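 in the data active = inhibition above about 50%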;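 also: GST-tagged GSK-3 alpha with peptide substrate and 25 µM ATP; 0% = DMSO neutral wells and 100% = GW8510 positive control wells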
Target sequence (P49840 whole entry, looked up): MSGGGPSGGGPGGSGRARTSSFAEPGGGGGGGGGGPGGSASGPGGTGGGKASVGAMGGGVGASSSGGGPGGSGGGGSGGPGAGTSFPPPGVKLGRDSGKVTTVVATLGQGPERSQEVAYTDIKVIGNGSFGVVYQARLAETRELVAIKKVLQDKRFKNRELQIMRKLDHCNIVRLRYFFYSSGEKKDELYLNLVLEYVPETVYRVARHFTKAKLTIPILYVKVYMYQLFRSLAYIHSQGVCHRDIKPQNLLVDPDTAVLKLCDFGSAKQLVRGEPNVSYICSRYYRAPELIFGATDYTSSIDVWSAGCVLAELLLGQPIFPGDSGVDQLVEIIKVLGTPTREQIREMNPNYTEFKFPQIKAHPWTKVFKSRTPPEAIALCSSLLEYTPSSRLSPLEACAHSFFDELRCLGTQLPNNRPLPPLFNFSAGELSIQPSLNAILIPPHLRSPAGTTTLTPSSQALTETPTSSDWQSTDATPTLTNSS
hERG rescue – hERG rescue from dofetilide block, primary screen, cell-based, CHO-hERG, FluxOR thallium flux, dofetilide IC70. dofetilide IC70 present. AID 1511, 2009. Voltage-gated inwardly rectifying potassium channel KCNH2 (Homo sapiens), Q12809. activation (rescue from dofetilide block), less the hit threshold, % at 10 µM. actives 0.51% (n = 310,000);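 active = activation above the mean of controls blocked by dofetilide plus 5 SD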;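 also: thallium influx through hERG after potassium depolarization seen as dye fluorescence rise; in these data hits start at about 4.7%; inactives centre near -7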
DYRK1A inh – rat Dyrk1A kinase inhibitors, primary screen, biochemical, single point, plate reader; ADP-Glo luminescence, NFATc1 peptide; inhibition, % at 12.5 µM; actives 0.43% (n = 310,000); in the data active = inhibition above about 50%;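 also: plate controls were vehicle with enzyme for no effect and no enzyme for full effect; many of its hits are not listed in these tables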
KCNQ1 block – inhibitors of human KCNQ1 channel, primary screen, cell-based, thallium flux, high-throughput. Potassium voltage-gated channel subfamily KQT member 1 (Homo sapiens), P51787. CHO-K1 KCNQ1, FluxOR thallium flux fluorescence; stronger effect = higher value. B-score at 10 µM. actives 1.3% (n = 310,000). AID 2642, 2010;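 active = compounds whose thallium flux B-score, printed positive for inhibition, exceeds three library SD while starting fluorescence stays within three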;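 also: channel opened by potassium depolarization with thallium stimulus after 20 min compound exposure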
The depositor's hits bear a star; i = inactive; . = no result given. A portion of the library; rates above refer to the full screens.

Results follow in this order: KCNQ1 pot | KCNK3 block | KCNK9 inh | RGS4 pot | hERG rescue | RGS4 inh | KCNQ1 block | GSK3 alpha inh | GSK3beta inhib | DYRK1A inh | PolyA inhibitor
> O=C(NCCOc1ccccc1)C(c1ccccc1)c1ccccc1
  i | i | i | i | -1 | i | i | -5 | 2 | -6 | i
> COc1ccccc1NC(=O)NC(=O)c1ccccc1
  i | i | i | i | -6 | i | i | -4 | -1 | 5 | i
> CCc1nc(N)c(C#N)c(-c2cccc3ccccc23)c1C
  i | i | i | i | 1 | i | i | -2 | -2 | -1 | i
> O=C(C(=O)N1CCc2ccccc2C1)c1cn(CC(=O)N2CCOCC2)c2ccccc12
  i | i | i | i | -5 | i | i | . | 2 | 5 | i
> CC(C)COC(=O)C1C(=O)CC(C)(O)C(C(=O)OCC(C)C)C1c1cccnc1 (stereo not drawn)
  i | i | i | i | -14 | i | i | 0 | 4 | -2 | i
> COCCCn1c(SCC(=O)N2CCOCC2)nnc1-c1ccco1
  i | i | i | i | -6 | i | i | -2 | 1 | -1 | i
> CCN(CC)C(=O)c1sc(NC(=O)Cc2ccccc2)c(C#N)c1C
  i | i | i | i | -2 | i | i | . | 1 | -2 | i
> O=C(CN(Cc1ccco1)C(=O)c1nsc(Cl)c1Cl)NC1CCCCC1
  i | i | i | i | -10 | i | i | -1 | 2 | 5 | i
> COc1ccc(NC(=O)CCCn2c(=O)c3sccc3n(Cc3cccc(C)c3)c2=O)cc1
  i | i | i | i | -6 | i | i | -1 | 5 | -5 | i
> CCCN(CCC)Cc1c(C(=O)N/N=C/CCc2ccccc2)nnn1-c1nonc1N
  i | i | i | i | -11 | i | i | 5 | 2 | -4 | i
> Cc1occc1C(=O)Nc1ccc2c(c1)OCCO2
  i | i | i | i | -11 | i | i | 5 | -2 | 12 | i
> Cc1ccc(C(C)C)c(OCC(=O)Nc2ccccc2N2CCN(C)CC2)c1
  i | i | i | i | -10 | i | i | 2 | -1 | 1 | i
> COc1ccc(NS(=O)(=O)c2ccc(C)c(C(=O)NNC(=O)c3csc(N4CCOCC4)n3)c2)cc1
  i | i | i | i | -17 | i | i | -1 | 0 | 4 | i
> CCOc1cccc(SCc2noc(C(=O)NC(C)C)c2C(=O)O)c1
  i | . | i | i | -6 | i | i | 2 | 4 | . | i
> Cc1nn(CC(=O)NCc2ccccc2)c(C)c1[N+](=O)[O-]
  i | i | i | i | -3 | i | i | 2 | 0 | -5 | i
> COc1ccc(C(=O)Nc2ccc3[nH]ccc3c2)cc1OC
  i | i | i | i | -7 | i | i | -1 | 5 | 6 | i
> Cc1ccc(C(C(=O)NC(C)(C)C)N(Cc2cccnc2)C(=O)C(=O)NC2CCCCC2)o1 (stereo not drawn)
  i | i | i | i | 33* | i | i | -2 | 2 | . | i
> N#CCn1c(Cc2ccccc2)nc2ccccc2c1=O
  i | i | i | i | -2 | i | i | -3 | -20 | . | i
> O=C(NCCCNCc1ccccc1)c1ccc(/C=N/O)nc1
  i | i | i | i | -3 | i | i | . | 5 | 2 | i
> C=CCOc1cccc(C2C(C(=O)c3cc4ccccc4o3)=C(O)C(=O)N2c2cc(C)on2)c1 (stereo not drawn)
  i | i | i | i | -11 | i | i | -1 | 3 | 0 | i
> CCN(C(=O)COC(=O)c1ccc(C)c(S(=O)(=O)N2CCCCC2)c1)C1CCS(=O)(=O)C1 (stereo not drawn)
  i | i | i | i | -14 | i | i | 0 | 1 | 2 | i
> Cc1sc2nc(SCC(=O)N(CCO)CCO)nc(N)c2c1C
  i | i | i | i | -4 | i | i | -3 | 0 | -4 | i
> COc1ccc2c(c1)c(=O)oc1cc(OCC(=O)NC3CCCCC3)ccc12
  i | i | i | i | -8 | i | i | -1 | 2 | -2 | i
> CCC1CCCCN1S(=O)(=O)c1ccc([N+](=O)[O-])cc1 (stereo not drawn)
  i | i | i | -7.4* | -8 | i | i | 1 | 2 | . | i
> Cc1sc2nc(SCC(=O)N(C)Cc3ccccc3)n(-c3ccccc3)c(=O)c2c1C
  i | -8.7* | i | i | -10 | i | i | -3 | 2 | 0 | i
> CCOc1ccc2nc(N3C(=O)/C(=C/c4ccc(Cl)cc4)NC3=S)sc2c1
  26* | i | i | i | -2 | i | i | . | 0 | 3 | i
> Cc1ccccc1Sc1c(C#N)c(-c2ccccc2)nn1C
  i | -12* | -8.6* | -8.3* | -11 | i | i | 0 | -5 | -4 | i
> COc1cc2c(cc1OC)CN(C1CCCN(Cc3cc(Cl)ccc3O)C1)CC2 (stereo not drawn)
  i | i | i | i | -3 | i | i | 4 | 1 | . | i
> Cc1cccc(NC(=O)c2ccccn2)c1C
  i | i | i | i | -7 | i | i | -2 | -6 | 0 | i
> Cc1c(C)c2ccc(OC(C)C(=O)N3C[C@H]4C[C@@H](C3)c3cccc(=O)n3C4)c(C)c2oc1=O (stereo partly drawn)
  i | i | i | i | -8 | i | i | 1 | -1 | -2 | i
> O=C(O)c1ccc(OCCn2ccnc2)cc1
  i | i | i | i | -5 | i | i | -2 | 3 | -2 | i
> Cc1cc([N+](=O)[O-])nn1CC(=O)N/N=C/c1ccccc1O
  i | i | i | i | -4 | i | i | 3 | -1 | 2 | i
> Cc1ccc(C(=O)c2ccccc2C(=O)OCC(=O)Nc2cccc([N+](=O)[O-])c2)cc1
  i | i | i | i | -12 | i | i | 1 | 2 | -10 | i
> CCn1nnc(-c2ccc(N)cc2)n1
  i | i | i | i | -2 | i | i | -1 | -2 | 2 | i
> Cc1cc(NC(=O)CSc2nc(=O)n3cc(Cl)ccc3n2)no1
  i | i | i | i | -14 | i | i | 2 | -5 | -10 | i
> CCOC(=O)c1sc2nc(CN3CCCCC3)nc(Cl)c2c1C
  i | i | i | i | -4 | i | i | 21 | 2 | 3 | i
> Cc1ccc(S(=O)(=O)Nc2ccc3nc(-c4cccn4C)[nH]c3c2)cc1
  i | i | i | i | -19 | i | i | 3 | 2 | -2 | i
> O=C(N/C(=C\c1ccco1)C(=O)N1CCCC(CO)C1)c1ccccc1 (stereo not drawn)
  i | i | i | i | -5 | i | i | -3 | -2 | -1 | i
> O=C(COC(=O)c1cccc(NS(=O)(=O)c2ccc(F)c(F)c2)c1)NC(=O)NC1CCCC1
  i | i | i | i | -5 | i | i | 1 | 2 | -5 | i
> CCOC(=O)c1cn(-c2ccc(F)c(F)c2F)c2c(F)c(F)c(F)cc2c1=O
  i | i | i | i | -8 | i | i | 0 | 3 | -6 | i
> C=CCNC(=S)N/N=C(\C)c1ccccn1
  i | i | i | i | -14 | i | i | . | 2 | 0 | i
> Cc1ccc(C)c(N2CC(C(=O)OCC(=O)Nc3cc(C)on3)CC2=O)c1 (stereo not drawn)
  i | i | i | i | -6 | i | i | 0 | -1 | 6 | i
> COc1ccc(CCN2C(=NC(=O)CCC(=O)O)SC3CS(=O)(=O)CC32)cc1 (stereo not drawn)
  i | i | i | i | -8 | i | i | -2 | 4 | 10 | i
> c1ccc(CN2CCC3(CC2)Nc2ccccc2S3)cc1
  i | i | i | i | -6 | i | i | 2 | 0 | 6 | i
> CC(=O)Nc1ccc(N2C(=O)CSC2c2cccc(Br)c2)cc1 (stereo not drawn)
  i | i | i | i | -5 | i | i | -3 | -2 | -3 | i
> CCCCNC(C(=O)Nc1ccc([N+](=O)[O-])cc1Br)c1ccccc1 (stereo not drawn)
  i | i | i | i | -11 | i | i | -7 | -2 | -2 | i
> C=CCN1C(=O)N(/C=C/C)c2cccc3cccc1c23
  i | i | i | i | -10 | i | i | -3 | -1 | 13 | i
> CC1=C(C(N)=O)C(c2ccc(Br)cc2)n2nc(CCCO)nc2N1 (stereo not drawn)
  i | i | i | i | -2 | i | i | 3 | -2 | 4 | i
> O=C(Cc1ccc(Br)cc1)Nc1ccc(S(=O)(=O)Nc2ncccn2)cc1
  i | i | i | i | -6 | i | i | 0 | -3 | 4 | i
> Cc1cc(Cl)ccc1NC(=S)NCCc1ccc(S(N)(=O)=O)cc1
  i | i | i | i | -6 | i | i | 0 | -1 | 1 | i
> COc1ccc(S(=O)(=O)N2CCCCCC2)cc1C(=O)OC(C)C(N)=O (stereo not drawn)
  i | i | i | i | -7 | i | i | -2 | -4 | 7 | i

Part of the list above, in CSV form:
SMILES,KCNQ1 pot,KCNK3 block,KCNK9 inh,RGS4 pot,hERG rescue,RGS4 inh,KCNQ1 block,GSK3 alpha inh,GSK3beta inhib,DYRK1A inh,PolyA inhibitor
C=CCNC(=S)N/N=C(\C)c1ccccn1,i,i,i,i,-14,i,i,.,2,0,i
Cc1ccc(C)c(N2CC(C(=O)OCC(=O)Nc3cc(C)on3)CC2=O)c1 (stereo not drawn),i,i,i,i,-6,i,i,0,-1,6,i
COc1ccc(CCN2C(=NC(=O)CCC(=O)O)SC3CS(=O)(=O)CC32)cc1 (stereo not drawn),i,i,i,i,-8,i,i,-2,4,10,i
c1ccc(CN2CCC3(CC2)Nc2ccccc2S3)cc1,i,i,i,i,-6,i,i,2,0,6,i
CC(=O)Nc1ccc(N2C(=O)CSC2c2cccc(Br)c2)cc1 (stereo not drawn),i,i,i,i,-5,i,i,-3,-2,-3,i
CCCCNC(C(=O)Nc1ccc([N+](=O)[O-])cc1Br)c1ccccc1 (stereo not drawn),i,i,i,i,-11,i,i,-7,-2,-2,i
C=CCN1C(=O)N(/C=C/C)c2cccc3cccc1c23,i,i,i,i,-10,i,i,-3,-1,13,i
CC1=C(C(N)=O)C(c2ccc(Br)cc2)n2nc(CCCO)nc2N1 (stereo not drawn),i,i,i,i,-2,i,i,3,-2,4,i

Screening data deposited in PubChem BioAssay by several laboratories.
